Bioassay records: PubChem, Sanford-Burnham Center for Chemical Genomics
mouse EphA4 binding – inhibitors of EphA4 binding to KYL peptide, primary screen, biochemical, colorimetric, mouse EphA4 (AID 689); EphA4-AP binding to KYL peptide, pNPP A405; higher % means a stronger effect; inhibition, % at 10 µM; hits with a dose series show IC50 in µM; hit rate 0.1% among 62,000; in the data active = a potency from the dose series; inactive = the rest, 99 in 100 with inhibition below about 22%
The depositor's hits bear a star; & = joins results of further samples. These rows are one share of the data; the hit share may differ from the screen's.

Start of the data: the first three compounds (preview)
mouse EphA4 binding	SMILES
15%	COCCOC(=O)C1=C(C)Nc2nc(C)nn2C1c1ccc(F)cc1 (centres undefined)
-10%	COc1ccc2c(C)c(C(=O)O)oc2c1
-8%	Cn1c(=O)c2c(nc(SCCN3CCOCC3)n2Cc2cccc3ccccc23)n(C)c1=O

The listing, from the first entry:
mouse EphA4 binding	SMILES
15%	COCCOC(=O)C1=C(C)Nc2nc(C)nn2C1c1ccc(F)cc1 (centres undefined)
-10%	COc1ccc2c(C)c(C(=O)O)oc2c1
-8%	Cn1c(=O)c2c(nc(SCCN3CCOCC3)n2Cc2cccc3ccccc23)n(C)c1=O
4%	NC(=O)CSc1nc2cc3c(cc2c(=O)n1CCCC(=O)NCc1ccc2c(c1)OCO2)OCO3
-1%	COc1ccc(OCCCC(=O)Nc2ccc3c(c2)OCO3)cc1
0%	COc1ccc(N(CC(=O)Nc2ccc3c(c2)OCCO3)S(=O)(=O)c2c(C)nn(C)c2C)cc1
8%	COC(=O)C(C)Sc1nc2c(cnn2-c2ccccc2)c(=O)[nH]1 (centres undefined)
3%	Cc1ccc(C2CC2C(=O)NN)cc1 (centres undefined)
4%	COc1ccc(O)c(/C=c2/sc3nc4cc(C)c(C)cc4n3c2=O)c1
8%	Cc1onc(-c2c(F)cccc2Cl)c1C(=O)N1CCc2ccccc2C1
-5%	CC1CCC2(CC1)Nc1ccccc1C(=O)N2c1ccccc1 (centres undefined)
-12%	O=C1[C@H]2[C@@H](C(=O)N1c1cccc3ccccc13)C1(C(=O)c3ccccc3C1=O)N1CCC[C@@H]21
-8%	O=C1/C(=C\c2ccccn2)SC(=S)N1Nc1ncc(C(F)(F)F)cc1Cl
-11%	COc1ccc(C2(C(F)(F)F)NC(=O)N(C)C(=O)N2C)cc1 (centres undefined)
-12%	O=C(Nc1cc(N2CCOCC2)ncn1)c1ccccc1
-2%	Oc1[nH]c2ccccc2c1/C=N/c1nccs1
-13%	COc1ccc(C(=O)NCc2nnc(SCC(=O)Nc3cccc(C(F)(F)F)c3)o2)cc1OC
-9%	CCn1c(-c2ccccc2Cl)nn(CC(=O)Nc2ccccc2C)c1=S
-6%	CC1CCN(CCNC(=O)C2CCCN(S(=O)(=O)c3cccc4nonc34)C2)CC1 (centres undefined)
-6%	CSc1nnc(-c2ccccc2N=Cc2c(C)[nH]n(-c3ccccc3)c2=O)c(=O)[nH]1
-9%	Cc1ccc(F)cc1NC(=O)Cc1nn(C)c(=O)c2ccccc12
15%	COC(=O)c1ccc(/C=C2\C(=O)NC(=S)N(c3ccc(Br)cc3C)C2=O)cc1
-6%	CCOc1ccccc1NC(=S)N1C2CCC1CC(NC(=O)NC13CC4CC(CC(C4)C1)C3)C2 (centres undefined)
-2%	CN1CCN(CC(=O)O)CC1
-8%	Cc1cc(Br)cc(C)c1NC(=O)c1cc2ccccc2o1
-1%	O=C(C1CCCN(S(=O)(=O)c2cnc[nH]2)C1)N(CCc1ccccc1)Cc1ccccc1 (centres undefined)
-6%	CCn1c(CNC(=O)COc2ccc(C(C)C)cc2)nnc1SCC(=O)Nc1cc(F)ccc1C
-4%	O=C1C2CC=C(Cl)CC2C(=O)N1CN(Cc1ccco1)CN1C(=O)C2CC=C(Cl)CC2C1=O (centres undefined)
3%	CCOc1cc(/C=C2\SC(=S)N(c3ccc(F)cc3)C2=O)ccc1O
-2%	Cc1cc(SCc2cc(=O)[nH]c3ccccc23)nc2ccccc12

Next section, starting with the last seven of the part before.
mouse EphA4 binding	SMILES
-2%	CN1CCN(CC(=O)O)CC1
-8%	Cc1cc(Br)cc(C)c1NC(=O)c1cc2ccccc2o1
-1%	O=C(C1CCCN(S(=O)(=O)c2cnc[nH]2)C1)N(CCc1ccccc1)Cc1ccccc1 (centres undefined)
-6%	CCn1c(CNC(=O)COc2ccc(C(C)C)cc2)nnc1SCC(=O)Nc1cc(F)ccc1C
-4%	O=C1C2CC=C(Cl)CC2C(=O)N1CN(Cc1ccco1)CN1C(=O)C2CC=C(Cl)CC2C1=O (centres undefined)
3%	CCOc1cc(/C=C2\SC(=S)N(c3ccc(F)cc3)C2=O)ccc1O
-2%	Cc1cc(SCc2cc(=O)[nH]c3ccccc23)nc2ccccc12
3%	CCOC(=O)c1ccc(NC(=O)COc2cc(=O)n(CC)c3ccccc23)cc1
-8%	Cc1cc(C)n(CCc2nc3c4ccccc4n(CC#N)c(=O)n3n2)n1
9%	Cc1cc2c(cc1C)N(CC(=O)N1CCCC1)C(=O)CC(c1ccccc1)=N2
-11%	CC(C)SCCCCOc1ccc2ccccc2c1
1%	O=C(O)CSc1ncnc2c1oc1ccccc12
-2%	COc1ccc(-c2nnc(SC(C)C(=O)Nc3cccc(Cl)c3)o2)cc1 (centres undefined)
-6%	CC1(C)CC(=O)C2=C(C1)NC(Nc1nc3ccccc3o1)=NC21CCCCC1
2%	COCCCNS(=O)(=O)c1ccccc1
-5%	CC(=O)c1c(C)[nH]c(C(=O)OC2CCCCC2=O)c1C (centres undefined)
2%	Cc1cccc(C)c1NC(=O)CSc1nc2ccccc2[nH]1
2%	Cc1ccc(C(C(=O)NCc2ccco2)N(C(=O)Cn2nnc3ccccc32)c2ccccc2)o1 (centres undefined)
4%	Cc1ccc(S(=O)(=O)/C(C#N)=C/c2c(N3CCN(C)CC3)nc3c(C)cccn3c2=O)cc1
-5%	Cc1ccc(C(=O)NNC(=O)CSc2nnc3c(n2)[nH]c2ccc(C)cc23)cc1
-3%	O=C(O)c1ccccc1C(=O)c1ccc(Cl)c(N2C(=O)c3ccccc3C2=O)c1
30%	Cc1cc(O)ccc1Nc1nc2ccccc2nc1Nc1ccc(O)cc1C
-2%	O=[N+]([O-])c1ccc(N2CCN(S(=O)(=O)c3ccc(Cl)cc3)CC2)c(C(F)(F)F)c1
0%	Clc1ccc(CN2C3=NCCN3c3ccccc32)cc1
-6%	Cc1nnc2n1NC(c1ccc(Cl)cc1)C(C(=O)N1CCC(C)CC1)S2 (centres undefined)
-11%	COc1cc(OC)c(NC(=O)c2ccc(Br)o2)cc1Cl
-2%	COc1cccc(C(C#N)N2N=C(C)CC2(C)C)c1O (centres undefined)
-13%	O=C1c2cccnc2C(=O)N1Cc1ccc(F)cc1
-9%	CCOC(=O)C(CSCc1ccccc1)NC(=O)OC(C)(C)C (centres undefined)
-4%	CCc1cc2cccc(C)c2nc1SCC(=O)N1CCN(C(=O)c2ccco2)CC1
2%	Fc1cccc(-c2nn[nH]n2)c1
-11%	Cc1cnnc2ccc3c(no[n+]3[O-])c12
-4%	O=C(c1cnccn1)N(Cc1ccco1)C1(C(=O)NC2CCCCC2)CCCCC1
23%	O=C1NC(=O)C(=Cc2cc(Br)ccc2OCc2cccc3ccccc23)C(=O)N1
-2%	CCN(CC(=O)NC(c1ccccc1)c1ccccc1)Cc1nc2ccccc2c(=O)[nH]1
2%	c1coc(-c2nnc3sc(C4CCCCC4)nn23)c1
7%	O=C(CCC(=O)N1CCN(C2CCCC2)CC1)Nc1nnc(C(F)(F)F)s1

Single values from the results shown.
Fc1cccc(-c2nn[nH]n2)c1 in mouse EphA4 binding: 2%
COc1ccc(-c2nnc(SC(C)C(=O)Nc3cccc(Cl)c3)o2)cc1 (centres undefined) in mouse EphA4 binding: -2%
Cc1cc(O)ccc1Nc1nc2ccccc2nc1Nc1ccc(O)cc1C in mouse EphA4 binding: 30%
Cc1ccc(C(C(=O)NCc2ccco2)N(C(=O)Cn2nnc3ccccc32)c2ccccc2)o1 (centres undefined) in mouse EphA4 binding: 2%

The list goes on.
mouse EphA4 binding	SMILES
-2%	Cc1cc(C)c2c(c1)C1C=CCC1C(c1ccc(S(=O)(=O)N3CCOCC3)cc1)N2 (centres undefined)
-5%	COc1ccc(N(CC(=O)Nc2ccc(C)cn2)S(=O)(=O)c2c(C)noc2C)cc1
2%	COCCN(CC(=O)Nc1ccc(F)cc1)S(=O)(=O)c1ccc(S(=O)(=O)N2CCCC2)cc1
0%	COc1ccc(N=Nc2nc3ccc(Br)cc3n2C)cc1
2%	O=C(Nc1ccccc1C(=O)O)c1ccc2c(c1)C(=O)N(c1ccc(Br)cc1)C2=O
-9%	O=c1c(C/C=C/c2ccccc2)c(O)nc2n1CCCS2
0%	COc1cc(/C=C2/CCC/C(=C\c3cc(O)c(OC)c(Cl)c3)C2=O)cc(Cl)c1O
-14%	CCOc1ccccc1C(=O)NC(C(=O)Nc1ccccc1N1CCOCC1)C(C)C (centres undefined)
-1%	C/C(=N/NC(=O)Cc1cccn1C)c1ccccc1
-10%	Cc1ccc(S(=O)(=O)N2CCN(C(=O)CCC(=O)OCC(=O)Nc3cccc(C#N)c3)CC2)cc1
-5%	O=C(Nc1ccc(S(=O)(=O)Nc2ncccn2)cc1)C1COc2ccccc2O1 (centres undefined)
-10%	O=C(Nc1cccc(F)c1)c1ccccc1
1%	COc1cc(C2c3sc(=O)[nH]c3SC3C4CCC(C4)C23)ccc1O (centres undefined)
-6%	Cc1cc(SCC(=O)c2ccccc2)nc(SCC(=O)c2ccccc2)n1
-8%	COC(=O)[C@H](C)NC(=O)NC1CCCc2ccccc21 (some centres undefined)
1%	CC1CN(C(=O)c2ccccc2C(=O)c2ncc[nH]2)CC(C)O1 (centres undefined)
-10%	Nc1nc2n(n1)C(c1ccco1)CC(c1ccc(Cl)cc1)N2 (centres undefined)
-4%	c1cncc(-c2nc(N3CCCCCC3)c3ccccc3n2)c1
-3%	CCOC(=O)c1ccc(NC(=O)Cn2cccc2)cc1
-14%	Cc1ccc(C(=O)NNC(=O)CSc2nnc(-c3ccncc3)n2-c2ccc(C)cc2)cc1
-8%	CCCCOc1ncnc2c1[nH]c1ccc(F)cc12
-7%	Cc1nnc(NC(=O)c2ccc3c(c2)C(=O)N(CCC(C)C)C3=O)s1
-7%	O=C(CSc1n[nH]c(-c2ccccc2O)n1)N1CCCc2ccccc21
-8%&-1%	O=c1[nH][nH]c(=O)c2cc(N3CCCC3)ccc12
8%	O=C(COC(=O)C1(c2ccc(F)cc2)CCCC1)N1CCN(C(=O)c2ccco2)CC1
-6%	COCCNC(=O)CSc1nc2ccccc2c(=O)n1CC1CCCO1 (centres undefined)
-21%	COc1cc(C(=O)Nc2nc3ccc4nc(C)sc4c3s2)cc(OC)c1OC
-7%	Cc1cccc(OCc2nnc(SCC(=O)N(C(C)C)C(C)C)n2Cc2ccco2)c1C
-11%	CCc1ccc(N2CC(C(=O)NC3=NCCS3)CC2=O)cc1 (centres undefined)
-8%	O=C(O)c1cc(-c2cccnc2)nn1-c1ccccn1

Three entries drawn at random from the list so far, as already listed:
mouse EphA4 binding	SMILES
-5%	O=C(Nc1ccc(S(=O)(=O)Nc2ncccn2)cc1)C1COc2ccccc2O1 (centres undefined)
-8%	COC(=O)[C@H](C)NC(=O)NC1CCCc2ccccc21 (some centres undefined)
2%	O=C(Nc1ccccc1C(=O)O)c1ccc2c(c1)C(=O)N(c1ccc(Br)cc1)C2=O

Next section:
mouse EphA4 binding	SMILES
-17%	CC(=O)c1c(N)[nH]c(-c2ccccc2)nc1=S
-24%	CCCNC(=O)CSc1nnc(-c2ccco2)n1C
-16%	CCCS(=O)(=O)N1CCCC(C(=O)NCc2ccco2)C1 (centres undefined)
-2%	CCOc1ccc(N(CC(=O)Nc2ccc(OC)c(OC)c2)S(=O)(=O)c2ccc(SC)cc2)cc1
-6%	N#Cc1cc([N+](=O)[O-])cnc1NCC(O)CO (centres undefined)
-12%	COC(=O)C1=CN(C(C)C)C=C(C(=O)OC)C1c1cccc(OC)c1
3%	Cc1nc(Cl)sc1C(=O)O
-4%	CCC(C)NC(=O)c1cc(-c2ccccc2O)on1 (centres undefined)
-17%	CCn1c(=S)[nH]c2nc3c(cc2c1=O)CCCC3
-1%	CNc1nc(Nc2ccccc2C(=O)c2ccccc2)nc(OC(C(F)(F)F)C(F)(F)F)n1
-12%	CCCCC(CC)C(=O)NCCCN1CCN(CCCNC(=O)C(CC)CCCC)CC1 (centres undefined)
-25%	S=c1nc(-c2ccccc2)oc2c1CCCC2
-14%	O=C(OC(C(=O)NC1CCCC1)c1ccccn1)c1cccs1 (centres undefined)
-7%	CCOc1cc(S(=O)(=O)N2CCCCCC2)ccc1F
-9%	Cc1ccccc1Cn1c(Cc2ccccc2)nc2ccccc21
1%	O=C(Cn1cccc1C(=O)c1ccccc1)NCc1ccccn1
-6%	O=C(Nc1nc2ccccc2s1)c1ccc(Cl)s1
-2%	CC(=O)N1CCc2cc(S(=O)(=O)Nc3ccccc3N3CCN(C)CC3)ccc21
0%	CCN1CCc2nc(NC(=O)c3ccc4c(c3)OCCO4)sc2C1
-11%	CC(C)(CNC(=O)c1ccc([N+](=O)[O-])c(Cl)c1)CNC(=O)c1ccc([N+](=O)[O-])c(Cl)c1
-5%	Cc1nnc2sc(-c3ccc(-c4ccc(Cl)c(C(F)(F)F)c4)o3)nn12
-23%	COc1ccc(-c2cc(C(F)(F)F)nc(NCc3ccco3)n2)cc1OC
-8%	Cn1cccc1Cc1nnc(SCC(=O)NC2CCCC2)n1-c1ccc(F)cc1
-7%	COc1ccc(-n2nnc3c(SCC(=O)Nc4ccc5c(c4)OCCO5)ncnc32)cc1
-16%	O=C(CSc1c[nH]c2ccccc12)N1CCOCC1
-10%	FC(F)(F)c1cc(-c2ccco2)nc(NCCc2ccccc2)n1
0%	O=C(c1ccco1)N1CCN(C(=O)C(Cc2ccccc2)NS(=O)(=O)c2cccs2)CC1 (centres undefined)
2%	CC1(C)CC(NC(=O)c2ccccc2Cl)CC(C)(C)N1
-1%	CCCC(=O)Nc1ccccc1NC(=O)c1cc(OC)c(OC)c(OC)c1
-13%	CCOC(=O)c1c(C)oc2ccc(OC(=O)c3cccc([N+](=O)[O-])c3)cc12
-5%	CCc1ccc(NC(=O)CSc2nnc(COc3ccc4c(c3)CCCC4)o2)cc1
-12%	CC(CN1CCOCC1)OC(=O)COc1ccc(F)cc1 (centres undefined)
-4%	COc1ccc(CNC(=O)c2ccc(-c3ccccc3)cc2)cc1
-7%	COc1cc(C(=O)Oc2cccc(C)c2)cc(OC)c1OC
-12%	CCOC(=O)Cn1nnc(-c2cccc(OC)c2)n1
-1%	C=CCOc1ccccc1/C=C/C(=O)O
3%	O=C(COc1ccc(S(=O)(=O)NC2CCCCC2)cc1)N1CCN(c2ccc(F)cc2)CC1
-9%	COc1ccccc1CN(C(=O)c1ccco1)C(C(=O)NC1CCCC1)c1ccncc1 (centres undefined)
-24%	c1ccc(-c2nc(N3CCNCC3)nc3ccccc23)cc1
